Bioassay records (PubChem BioAssay)
NFkB binder: binders of human NF-kappa-B p105 | P19838 | Small molecule microarray, anti-His fluorescence binding | calls only | 17,000 tested, 1.3% active | AID 624139;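 active = spot fluorescence over background significantly raised, with a chance value under 7% in all four replicate spots of the compound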;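 note: probe protein is his-tagged human p50 processed subunit at 1 µg/ml; raw spot fluorescence signals with no normalization applied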
Target sequence (P19838 1-433 limits assumed): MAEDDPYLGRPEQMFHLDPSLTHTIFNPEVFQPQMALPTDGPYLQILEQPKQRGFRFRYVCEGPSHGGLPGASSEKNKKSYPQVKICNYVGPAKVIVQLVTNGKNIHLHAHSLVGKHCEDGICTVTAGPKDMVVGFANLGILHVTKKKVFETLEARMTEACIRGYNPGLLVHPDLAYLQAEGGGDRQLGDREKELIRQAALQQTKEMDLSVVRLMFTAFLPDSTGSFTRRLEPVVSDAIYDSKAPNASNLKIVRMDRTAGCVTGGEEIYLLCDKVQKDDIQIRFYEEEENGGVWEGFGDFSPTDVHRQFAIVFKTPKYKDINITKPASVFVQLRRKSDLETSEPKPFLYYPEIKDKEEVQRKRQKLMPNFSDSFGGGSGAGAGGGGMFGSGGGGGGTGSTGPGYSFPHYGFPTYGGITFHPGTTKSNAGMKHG
Calls only; i = inactive; + = active, no number. Only part of the results is shown; the hit share may differ from the screen's.

SMILES | NFkB binder
N#Cc1cc2c(nc1SCCS(=O)(=O)c1nc3ccccc3s1)CCCC2 | i
Cc1onc(-c2ccccc2Cl)c1C(=O)NCc1nc(-c2ccccc2)no1 | i
CC1CCc2c(sc(NC(=O)c3cc4n(n3)C(C(F)(F)F)CC(c3ccco3)N4)c2C(N)=O)C1 (configuration not stated) | i
Cc1ccc(S(=O)(=O)N(C)C[C@@H]2OCCCC[C@H](C)Oc3ccc(NS(=O)(=O)c4cccs4)cc3C(=O)N([C@H](C)CO)C[C@H]2C)cc1 | i
Cc1cc(C)cc(N2C(=O)CS(=O)(=O)C2c2ccccc2)c1 (configuration not stated) | i
CSc1nsc(SCC(=O)c2ccc([N+](=O)[O-])cc2)n1 | i
CNC[C@H]1Oc2c(NC(=O)NC3CCCCC3)cccc2C(=O)N([C@H](C)CO)C[C@@H]1C | i
Cc1noc(C)c1S(=O)(=O)N(C)C[C@H]1Oc2ccc(NC(=O)Cc3ccccc3)cc2CC(=O)N([C@@H](C)CO)C[C@H]1C | i
C[C@@H]1CCCCO[C@@H](CN(C)Cc2ccc3c(c2)OCO3)[C@H](C)CN([C@@H](C)CO)C(=O)c2cc(NS(=O)(=O)c3ccccc3)ccc2O1 | i
C[C@]12CCC3C(CC[C@@H]4C[C@H](O)CC[C@]34C)C1CC[C@]2(O)C(=O)CO (some centres not stated) | i
COC(=O)C(CC#Cc1ccc2c(c1)[C@]1(C(=O)N2)[C@H](C(=O)NC[C@H](O)c2ccccc2)[C@H]2C(=O)O[C@H](c3ccccc3)[C@H](c3ccccc3)N2[C@@H]1c1ccc(O)cc1)C(=O)OC | i
CCCNC(=O)Cc1ccc(N2C(=O)CSC2c2ccccc2)cc1 (configuration not stated) | i
O=C(Cn1cnc([N+](=O)[O-])c1)Nc1ccc(Cl)cc1Cl | i
Cc1noc(C)c1S(=O)(=O)Nc1cccc2c1O[C@@H](CN(C)Cc1ccc(Oc3ccccc3)cc1)[C@@H](C)CN([C@@H](C)CO)C2=O | i
C[C@H]1CCCCO[C@H](CN(C)C(=O)CCC(F)(F)F)[C@@H](C)CN([C@@H](C)CO)C(=O)c2cc(NS(C)(=O)=O)ccc2O1 | +
CC(C)(C)[C@H]1C=C(C(=O)O)O[C@@H](OCCCCO)C1 | i
C[C@H]1CN([C@@H](C)CO)C(=O)c2cccc(NC(=O)C3CCOCC3)c2O[C@H]1CN(C)Cc1ccc(Oc2ccccc2)cc1 | i
CCc1c(O)nc(SCC(=O)Nc2ccc(C(C)=O)cc2)[nH]c1=O | i
C[C@@H]1CN([C@H](C)CO)C(=O)c2cccc(NC(=O)c3nc4ccccc4s3)c2O[C@@H]1CN(C)S(=O)(=O)c1cccs1 | i
NC(=O)NCC#Cc1ccc2c(c1)[C@]1(C(=O)N2)[C@H](c2ccccc2OCCO)N2[C@H](c3ccccc3)[C@H](c3ccccc3)OC(=O)[C@H]2[C@@H]1C(=O)NC[C@H](O)c1ccccc1 | i
O=C(Cn1c2ccccc2n2nc(-c3ccco3)nc12)c1ccccc1 | i
NC(=O)C1=C[C@H](c2ccc(C(F)(F)F)cc2)C[C@H](OCc2ccc(CO)cc2)O1 | i
Cc1ccc(C)c(OCCCCSc2ncccn2)c1Cl | i
COc1ccc(NC(=O)Nc2cccc3c2O[C@@H](CN(C)S(=O)(=O)c2ccc(OC)cc2)[C@H](C)CN([C@@H](C)CO)C3=O)cc1 | i
C[C@H]1CN([C@@H](C)CO)C(=O)Cc2cc(NC(=O)Nc3ccc4c(c3)OCO4)ccc2O[C@@H]1CN(C)C(=O)NC1CCCCC1 | i

Retrieved one by one from the list above, three records:
SMILES | NFkB binder
C[C@]12CCC3C(CC[C@@H]4C[C@H](O)CC[C@]34C)C1CC[C@]2(O)C(=O)CO (some centres not stated) | i
CC(C)(C)[C@H]1C=C(C(=O)O)O[C@@H](OCCCCO)C1 | i
O=C(Cn1c2ccccc2n2nc(-c3ccco3)nc12)c1ccccc1 | i

Returning to the listing, repeating the seven entries before the break.
SMILES | NFkB binder
C[C@@H]1CN([C@H](C)CO)C(=O)c2cccc(NC(=O)c3nc4ccccc4s3)c2O[C@@H]1CN(C)S(=O)(=O)c1cccs1 | i
NC(=O)NCC#Cc1ccc2c(c1)[C@]1(C(=O)N2)[C@H](c2ccccc2OCCO)N2[C@H](c3ccccc3)[C@H](c3ccccc3)OC(=O)[C@H]2[C@@H]1C(=O)NC[C@H](O)c1ccccc1 | i
O=C(Cn1c2ccccc2n2nc(-c3ccco3)nc12)c1ccccc1 | i
NC(=O)C1=C[C@H](c2ccc(C(F)(F)F)cc2)C[C@H](OCc2ccc(CO)cc2)O1 | i
Cc1ccc(C)c(OCCCCSc2ncccn2)c1Cl | i
COc1ccc(NC(=O)Nc2cccc3c2O[C@@H](CN(C)S(=O)(=O)c2ccc(OC)cc2)[C@H](C)CN([C@@H](C)CO)C3=O)cc1 | i
C[C@H]1CN([C@@H](C)CO)C(=O)Cc2cc(NC(=O)Nc3ccc4c(c3)OCO4)ccc2O[C@@H]1CN(C)C(=O)NC1CCCCC1 | i
Cc1ccc(S(=O)(=O)NCC(=O)N2CCN(c3ccccn3)CC2)cc1 | i
C[C@H]1CN([C@@H](C)CO)C(=O)CCCn2cc(nn2)CO[C@H]1CN(C)S(=O)(=O)c1ccc2c(c1)OCCCO2 | i
O=[N+]([O-])c1cccc(/C=C/CO)c1 | i
C[C@H](CO)N1C[C@H](C)[C@@H](CN(C)Cc2ccc3c(c2)OCO3)Oc2ccc(NC(=O)c3ccncc3)cc2C1=O | i
C[C@@H]1CN([C@H](C)CO)C(=O)c2cc(NC(=O)Nc3ccc4c(c3)OCO4)ccc2O[C@H]1CN(C)C(=O)Nc1ccc(C(F)(F)F)cc1 | i
C=C[C@](C)(O)CC/C=C(\C)C(=O)O[C@@H]1[C@@H]2O[C@]2(C)[C@H]2[C@H](O[C@@H]3O[C@H](CO)[C@@H](O)[C@H](O)[C@H]3O)OC=C[C@@]12OC(=O)/C(C)=C/CC[C@](C)(O)C=C | i
CC(C)=CCc1cc(/C=C2\OC(=O)C(c3cc4c(cc3O)OC(C)(C)CC4)C2=O)ccc1O (configuration not stated) | i
O=C(CCCCC(=O)Nc1c(I)cc(I)c(C(=O)O)c1I)Nc1c(I)cc(I)c(C(=O)O)c1I | i
C[C@@H]1CN([C@@H](C)CO)C(=O)CCCn2cc(nn2)CO[C@@H]1CN(C)S(=O)(=O)c1cn(C)cn1 | i
C[C@@H]1CN([C@@H](C)CO)C(=O)Cc2cc(NC(=O)CCC(F)(F)F)ccc2O[C@@H]1CN(C)S(=O)(=O)c1ccccc1 | i
Cc1noc(C)c1NC(=O)N(C)C[C@@H]1OCCCC[C@@H](C)Oc2ccc(NC(=O)Nc3ccccc3)cc2C(=O)N([C@H](C)CO)C[C@@H]1C | i
CCCCCCCCNC(C)C(O)c1ccc(SC(C)C)cc1 (configuration not stated) | i
CC(C)=CCC/C(C)=C/CC/C(C)=C/Cc1c(C)cc(O)cc1O | i
O=C(CSc1nc(-c2ccccc2)cc(=O)[nH]1)NCC1CCCO1 (configuration not stated) | i
NC(=O)COc1ccc(C2NC(=S)NC(c3ccccc3)=C2C(=O)c2ccccc2)cc1 (configuration not stated) | i
C[C@@H]1CN([C@@H](C)CO)C(=O)CCCn2cc(nn2)CO[C@H]1CN(C)C(=O)C1CC1 | i
C[C@H](CO)N1C[C@H](C)[C@H](CN(C)Cc2ccc(Cl)c(Cl)c2)Oc2ccc(NS(=O)(=O)c3cn(C)cn3)cc2CC1=O | i
O=C(O)CCc1ccc(-c2cccs2)n1-c1cc(Cl)ccc1O | i
COc1ccc(CSCC(N)C(=O)O)cc1Br (configuration not stated) | i
O=C(Cn1c(COc2ccccc2)nc2ccccc21)N1CCOCC1 | i
O=C(NCCO)C(=O)NCc1ccco1 | i
Cc1noc(C)c1S(=O)(=O)Nc1ccc2c(c1)C(=O)N([C@H](C)CO)C[C@@H](C)[C@@H](CN(C)C(=O)Cc1ccccc1)OCCCC[C@H](C)O2 | i
Cc1noc(C)c1NC(=O)N(C)C[C@H]1Oc2ccc(NC(=O)Cc3ccccc3)cc2C(=O)N([C@@H](C)CO)C[C@@H]1C | i
O=C(C1=C[C@H](c2ccccc2)C[C@H](OCc2ccc(CO)cc2)O1)N1CCOCC1 | i
C[C@@H]1CCCCO[C@@H](CN(C)S(=O)(=O)c2ccc(F)cc2)[C@@H](C)CN([C@H](C)CO)C(=O)c2cc(NC(=O)Nc3ccc4c(c3)OCO4)ccc2O1 | i

Part of the list above, with each value named:
> C[C@H]1CN([C@@H](C)CO)C(=O)Cc2cc(NC(=O)Nc3ccc4c(c3)OCO4)ccc2O[C@@H]1CN(C)C(=O)NC1CCCCC1
  NFkB binder: i

> Cc1ccc(S(=O)(=O)NCC(=O)N2CCN(c3ccccn3)CC2)cc1
  NFkB binder: i

The list goes on:
SMILES | NFkB binder
C[C@H]1CN([C@@H](C)CO)C(=O)Cc2cc(NC(=O)Nc3ccc4c(c3)OCO4)ccc2O[C@@H]1CN(C)C(=O)Nc1ccc2c(c1)OCO2 | i
COc1ccc(CN(C)C[C@H]2Oc3ccc(NS(=O)(=O)c4ccc(F)cc4)cc3CC(=O)N([C@@H](C)CO)C[C@H]2C)cc1 | i
O=C(O)C1=C[C@@H](C2CCCCC2)C[C@@H](OCc2ccc(CO)cc2)O1 | i
C[C@H]1CN([C@@H](C)CO)C(=O)c2cc(NC(=O)C3CC3)ccc2O[C@@H]1CN(C)C(=O)Nc1cccc2ccccc12 | i
CCO[C@H]1OC(C(=O)NCc2nc3ccccc3[nH]2)=C[C@@H](c2cn(C(C)=O)c3ccccc23)[C@@H]1CCCO | i
Cn1nc([N+](=O)[O-])nc1Oc1ccccc1C(=O)N1CCOCC1 | i
C[C@@H]1CN([C@@H](C)CO)C(=O)c2cccc(NS(=O)(=O)c3ccc(Cl)cc3)c2O[C@H]1CN(C)C(=O)Nc1cccc2ccccc12 | i
C[C@@H]1CN([C@H](C)CO)C(=O)c2cc(NC(=O)Cc3cn(C)c4ccccc34)ccc2O[C@H]1CN(C)S(=O)(=O)c1ccccc1 | i
C[C@@H]1CCCCO[C@H](CN(C)C(=O)c2ccccc2)[C@H](C)CN([C@@H](C)CO)C(=O)c2cc(NC(=O)Nc3ccc4c(c3)OCO4)ccc2O1 | i
CC(=O)n1cc([C@@H]2C=C(C(=O)N3CCN(Cc4ccc5c(c4)OCO5)CC3)O[C@H](OCCCCO)C2)c2ccccc21 | i
O=[N+]([O-])c1cccc(CSc2nnc(-c3ccco3)n2-c2ccccc2)c1 | i
COc1cccc(OC)c1OCCNCCO | i
O=C(COc1ccc(Cl)cc1Cl)Nc1c[nH]c(=O)[nH]c1=O | i
CC(C)Oc1cccc(-n2c(CCc3c[nH]c4ccc(Br)cc34)nc3ccccc3c2=O)c1 | i
c1ccc(Cn2c(SCCN3CCOCC3)nc3ccccc32)cc1 | i
C[C@H]1CN([C@@H](C)CO)C(=O)c2cccc(NS(C)(=O)=O)c2O[C@H]1CN(C)C | i
CC[N+](C)(CC)CC(=O)Nc1c(C)cccc1C | i
CN1CCN(C(=O)C2=C[C@H](C(C)(C)C)C[C@H](OCc3ccc(CO)cc3)O2)CC1 | i
CC1(C)O[C@@H]2C[C@H]3[C@@H]4C[C@H](F)C5=CC(=O)C=C[C@]5(C)[C@H]4[C@@H](O)C[C@]3(C)[C@]2(C(=O)CO)O1 | i
O=C1CC(c2ccccc2)N=C(SCC(=O)Nc2ccc3ccccc3c2)N1 (configuration not stated) | i
C[C@@H]1CCCCO[C@H](CN(C)S(=O)(=O)c2ccccc2)[C@@H](C)CN([C@H](C)CO)C(=O)c2cc(NC(=O)Nc3ccccc3)ccc2O1 | i
CNC[C@@H]1Oc2ccc(NS(=O)(=O)c3ccccc3)cc2C(=O)N([C@H](C)CO)C[C@H]1C | i
CNC(=O)CN(c1ccccc1)S(=O)(=O)c1ccc(F)cc1 | i
COc1ccc(S(=O)(=O)Nc2ccc3c(c2)C(=O)N([C@H](C)CO)C[C@H](C)[C@@H](CN(C)S(C)(=O)=O)OCCCC[C@@H](C)O3)cc1 | i
CNC[C@@H]1Oc2ccc(N)cc2C(=O)N([C@H](C)CO)C[C@H]1C | i
SMILES | NFkB binder
CNC[C@@H]1Oc2ccc(NS(=O)(=O)c3cn(C)cn3)cc2CC(=O)N([C@H](C)CO)C[C@@H]1C | +
C[C@H](CO)N1C[C@H](C)[C@@H](CN(C)C(=O)Nc2ccccc2)Oc2ccc(NS(=O)(=O)c3ccccc3)cc2CC1=O | i
C[C@H](CO)N1C[C@H](C)[C@@H](CN(C)S(=O)(=O)c2cccs2)Oc2ccc(N(C)C)cc2CC1=O | i
CNC[C@@H]1Oc2ccc(NC(=O)Nc3ccc4c(c3)OCO4)cc2C(=O)N([C@H](C)CO)C[C@H]1C | i
COc1ccc(CN(C)C[C@@H]2OCCCC[C@H](C)Oc3ccc(NC(=O)Nc4c(C)noc4C)cc3C(=O)N([C@H](C)CO)C[C@H]2C)cc1 | i
C[C@H]1CN([C@@H](C)CO)C(=O)c2cccc(NC(=O)NC3CCCCC3)c2O[C@H]1CN(C)C(=O)Nc1cccc2ccccc12 | i
Cc1noc(C)c1NC(=O)N(C)C[C@H]1Oc2ccc(NC(=O)Nc3ccc(F)cc3)cc2C(=O)N([C@@H](C)CO)C[C@H]1C | i
C[C@H]1CN([C@@H](C)CO)C(=O)c2cccc(NC(=O)Nc3ccc4c(c3)OCO4)c2O[C@@H]1CN(C)C(=O)NC1CCCCC1 | i
CC(C)NC(=O)Nc1ccc2c(c1)C(=O)N([C@@H](C)CO)C[C@H](C)[C@H](CN(C)C)OCCCC[C@@H](C)O2 | i
O=C(NCCN1CCOCC1)C1CC(c2ccc(Cl)c(Cl)c2)=NO1 (configuration not stated) | i
C[C@@H]1CN([C@H](C)CO)C(=O)Cc2cc(NS(C)(=O)=O)ccc2O[C@@H]1CN(C)C | i
O=C(CSc1nnc(-c2cccnc2)n1-c1ccccc1)N1CCN(c2ccc(F)cc2)CC1 | i
COc1cc2c(Cc3ccc(OC)c(OC)c3)nccc2cc1O | i
C[C@H](CO)N1C[C@H](C)[C@@H](CN(C)C(=O)NC2CCCCC2)Oc2ccc(NS(=O)(=O)c3ccc(Cl)cc3)cc2CC1=O | i
O=C(CN1C(=O)c2cccc3cccc(c23)C1=O)NCC(O)c1ccccc1 (configuration not stated) | i
Cc1nc(S(=O)(=O)NC[C@@H]2CCCN(Cc3ccc(OCCO)cc3)C2)cn1C | i
C=C(CCCCCCCC(=O)O)C(=O)O | i
C[C@@H]1CN([C@@H](C)CO)C(=O)c2cccc(NC(=O)C3CCOCC3)c2O[C@H]1CN(C)CC1CC1 | i
